DT40 TDP1 no CPT: qHTS for Inhibitors of human tyrosyl-DNA phosphodiesterase 1 (TDP1): qHTS in cells in absence of CPT; DT40 Tdp1-/- hTDP1 cells, no CPT, ATP luminescence, 48 h; Potency, µM (highest dose often 46.2 µM), inactives show top-dose activity change, negative = growth inhibition, actives largely listed as inhibitors; AID 686978, 2013; 15% of 420,000 active; note: nearly all actives have a fitted effect of over 55% in size
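Seeded 400 DT40-hTDP1 cells/well (vehicle DMSO, no 20 nM CPT); pinned compounds; ≥48 hr at 37 °C; CellTiter-Glo luminescence as viability measure.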
TDP1 block: blocks human tyrosyl-DNA phosphodiesterase 1 | recombinant TDP1, AlphaScreen DNA substrate cleavage | AID 485290 | Q9NUW8 | 0.28% of 350,000 active | Potency, µM (series often up to 130 µM), for the others: at the top dose activity change, negative = inhibition, usual class: inhibitors; note: nearly all actives have a fitted effect of over 40% in size
Target sequence (Q9NUW8 whole entry, looked up): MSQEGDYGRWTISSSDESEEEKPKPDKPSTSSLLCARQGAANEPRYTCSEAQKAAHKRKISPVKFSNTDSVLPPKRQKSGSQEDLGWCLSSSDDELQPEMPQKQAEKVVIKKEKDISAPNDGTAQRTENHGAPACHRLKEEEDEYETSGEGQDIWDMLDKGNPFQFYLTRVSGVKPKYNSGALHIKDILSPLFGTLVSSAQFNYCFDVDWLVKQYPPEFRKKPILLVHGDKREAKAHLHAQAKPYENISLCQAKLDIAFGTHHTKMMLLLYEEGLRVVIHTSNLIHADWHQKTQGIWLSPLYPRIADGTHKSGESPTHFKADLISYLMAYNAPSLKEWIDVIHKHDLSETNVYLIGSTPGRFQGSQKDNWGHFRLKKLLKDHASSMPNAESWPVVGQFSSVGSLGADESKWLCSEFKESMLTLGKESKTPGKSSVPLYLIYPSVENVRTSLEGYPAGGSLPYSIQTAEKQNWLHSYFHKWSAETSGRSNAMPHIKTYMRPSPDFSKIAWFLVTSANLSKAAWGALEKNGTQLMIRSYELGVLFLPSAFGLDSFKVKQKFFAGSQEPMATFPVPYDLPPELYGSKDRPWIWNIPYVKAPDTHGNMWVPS
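Compounds were preincubated with Tdp1 (1 nM final) for 15 min at room temperature before substrate (15 nM final) started a 5 min reaction; beads (10 ug/ml final) were then added for 10 min before AlphaScreen detection.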
N370S GC: inhibits or activates N370S mutant glucocerebrosidase; 0.092% of 330,000 active; N370S GC spleen homogenate, 4MU-glucoside fluorescence; P04062; AID 2101; Potency, µM (series often up to 59.4 µM), for the others: at the top dose activity change, negative = inhibition, usual class: inhibitors;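 note: 0% = full enzyme activity and -100% = no enzyme basal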
An asterisk follows results filed as active; ? = inconclusive; · = no result given; & = joins results of further samples; [ ] = another dose, or the depositor's remark. Calls come from the whole dose curve; as a rule, active = well fitted curve in the direction sought with a large enough effect; inconclusive = small, poorly fitted or top-dose-only effect, or another doubt; inactive = no such curve, though single readings can be large; an effect the other way counts as inactive or inconclusive. Unless noted, % is set by controls: 0 for no effect and ±100 for the full control effect; potency is the fitted concentration of half-maximal effect.

SMILES	DT40 TDP1 no CPT	TDP1 block	N370S GC
CC(C)OC(=O)CSc1nc(Cc2cccs2)nc2ccccc12	?	0%	?
CCOc1ccc(NC(=O)c2ccc(NC(=O)CSc3nc4ccccc4c(=O)[nH]3)cc2)cc1	12%	3%	-12%
COC(=O)c1ccc(NC(=O)C23CC4CC(C2)CC(n2cnc(Cl)n2)(C4)C3)cc1	16µM*	3%	10%
O=C(COC(=O)c1ccc[nH]c1=O)NC1CCCCCC1	-1%	0%	-6%
CN(C)c1ccc(-c2cncnc2Nc2ccc(F)cc2)cc1	?	·	3%
CCOc1ccc(NC(=O)COC(=O)Cn2nc(C)c([N+](=O)[O-])c2C)cc1OCC	3%	0%	·
N#Cc1c(-c2ccco2)nc(SCC(=O)Nc2ccc(S(N)(=O)=O)cc2)[nH]c1=O	·	2%	-1%
COc1ccc(C(=O)/C=C/c2ccc(N3CCCCC3)c([N+](=O)[O-])c2)cc1	?	4%	5%
O=c1cc(-c2ccc(O)c(O)c2)oc2cc(O[C@@H]3O[C@H](CO)[C@@H](O)[C@H](O)[C@H]3O)cc(O)c12	1%	0%	-1%
C=CCOC(=O)C(C#N)c1nc2ccccc2nc1N1CCCC1 (stereo not given)	-19%	11%	?
COc1cccc(NC(=O)CCCn2c(=O)c3cccn3c3cccnc32)c1	21µM*	3%	·
COCCN=C1Sc2nc3cc4c(cc3cc2CN1CC1CCCO1)OCO4 (stereo not given)	-14%	4%	-8%
Cc1cc(SCC(=O)Nc2ccc3[nH]c(=O)[nH]c3c2)nc2ccccc12	-27%	45µM*	·
CSCCC(NC(=O)c1ccccc1Br)C(=O)NCCCn1nc(C)cc1C (stereo not given)	-1%	0%	2%
O=C(NCc1ccccn1)C(=O)NN=C1CCCCCCCCCCC1	-24%	3%	3%
CCOC(=O)[C@H](CCc1ccccc1)N[C@@H](C)C(=O)N1[C@H](C(=O)O)C[C@H]2CCCC[C@@H]21	-9%&-8%	4%[56.1 µM]	1%
CCOC(=O)Cc1csc(NC(=O)CS(=O)(=O)Cc2ccccc2)n1	?	4%	2%
Cc1ccc(C2=NS(=O)(=O)N(C)C(C(=O)Nc3cc(C)n(CC(=O)N4CCC(C)CC4)n3)=C2)cc1	21µM*	7%	-1%
COc1ccccc1NC(=S)NCCSc1ccc(Cl)cc1	-22%	3%	11%
Cc1ccc(C(=O)Nc2ccc3c(c2)OCCO3)cc1	-20%	5%	-6%
Cc1ccc(CN(C)C(=O)C2CCC(=O)N(CC3CCCCC3)C2)o1 (stereo not given)	4%	0%	-3%
CC(C)c1nnc(NC(=O)CSc2ncn[nH]2)s1	-26%	3%	0%
COC(=O)C1=C(C)N(c2ccc(Cl)c(Cl)c2)C(=O)C1	5.2µM*	5%	-2%
CCn1c2ccccc2c2cc(NC(=O)c3cc(C)on3)ccc21	18µM*	4%	4%
COc1ccccc1-c1nn2c(-c3ccc(C(C)(C)C)cc3)nnc2s1	·	-4%	6%
S=C(NC1CCCC1)N1CCOCC1	13%	-5%	11%
COc1ccccc1Oc1ccc(N/C=C/C(=O)C(C)(C)C)cc1	2%	5%	6%
O=C(N/N=C1/C[C@@H](O)[C@@H](O)[C@@H]2[C@H]3C(=O)N(c4ccc(F)cc4F)C(=O)[C@@H]3CC[C@H]12)OCc1ccccc1	·	10%[21 µM]	-16%[12.8 µM]
CC(=O)Oc1ccc(C(=O)Nc2ccccc2C(=O)Nc2cccc(C(=O)O)c2)cc1	-11%	-7%	-6%
CCC(=O)Nc1ccc(-c2nnc(SCC(=O)N3CCCCC3)n2C)cc1	-2%	7%	6%

Among those listed so far, these contain a COOH group.
SMILES	DT40 TDP1 no CPT	TDP1 block	N370S GC
CCOC(=O)[C@H](CCc1ccccc1)N[C@@H](C)C(=O)N1[C@H](C(=O)O)C[C@H]2CCCC[C@@H]21	-9%&-8%	4%[56.1 µM]	1%
CC(=O)Oc1ccc(C(=O)Nc2ccccc2C(=O)Nc2cccc(C(=O)O)c2)cc1	-11%	-7%	-6%

Returning to the listing; the 2 compounds before the break are reprinted first.
SMILES	DT40 TDP1 no CPT	TDP1 block	N370S GC
CC(=O)Oc1ccc(C(=O)Nc2ccccc2C(=O)Nc2cccc(C(=O)O)c2)cc1	-11%	-7%	-6%
CCC(=O)Nc1ccc(-c2nnc(SCC(=O)N3CCCCC3)n2C)cc1	-2%	7%	6%
O=C(Nc1ccc2c(c1)OCO2)c1cnn2c1NC(c1ccco1)CC2C(F)(F)F (stereo not given)	-30%	-3%	0%
Cc1cc(C(=O)COc2cccc3cccnc23)c(C)n1C	?	11%	-3%
N#Cc1ccccc1Cn1c(=O)n(CCCC(=O)NCc2ccc3c(c2)OCO3)c(=O)c2ccccc21	-14%	-1%	6%
O=C(O)c1ccc(-n2[nH]c3c(c2=O)CCCC3)cc1	-1%	·	7%
CC(=O)C1=C(C)NC(=O)NC1c1ccc(Cl)cc1 (stereo not given)	18%	6%	-2%
COc1ccc(OC)c(NC(=O)COC(=O)CN(C)S(=O)(=O)c2ccc(C)cc2)c1	-23%	0%	-6%
CN1CCN(S(=O)(=O)c2cccc(C(=O)Nc3sccc3C#N)c2)CC1	2%	1%	·
Cc1ccc(Cn2cc(C(=O)c3ccc4c(c3)OCO4)c(=O)c3cc(C)ccc32)cc1	23µM*	7%	·
Cc1ccc(-c2nnn(CC(=O)N(Cc3cccs3)C(C(=O)NC3CCCCC3)c3ccco3)n2)o1 (stereo not given)	23µM*	7%	3%
O=C(CCC1N=C2c3ccccc3N=C(SCc3ccc(Cl)cc3)N2C1=O)NCc1ccco1 (stereo not given)	?	6%	12%
Cc1cc(-c2ccccc2)n2nc(N)nc2n1	1%	·	-7%
CCOC(=O)c1oc2ccccc2c1NC(=O)CCl	7.3µM*	0%	-1%
Cc1ccc2c(c1)=C(c1sc(N(C)c3ccc(O)cc3)nc1O)C(=O)N=2	-26%	·	-15%
COc1cccc(/C=N/Nc2ncnc(Cl)c2N)c1O	0.52µM*	11%	-3%
COC(=O)c1cc(OC)c(OC)cc1N1C(=O)CCCC1=O	-1%	·	-4%
CC(C)c1nnc(NC(=O)COC(=O)/C=C/c2ccc([N+](=O)[O-])cc2)s1	-1%	2%	2%
COc1ccc(CN(C)CC(=O)NC(=O)NCc2ccccc2)cc1OC	?	0%	2%
O=C(O)Cc1ccc(NC(=O)Nc2cccc3ccccc23)cc1	8%	1%[56.1 µM]	-10%
CCc1ccc[n+](-c2nc([O-])sc2C=O)c1	1%	0%	-4%
CCn1c(SCC(=O)C(C)(C)C)nnc1-c1ccccc1OC	-24%	1%	-1%
CCOCCc1nn2c(=O)cc(COC(=O)c3ccccc3NC(=O)CC(C)C)nc2s1	?	1%	·
CC1SC(=NC(=O)C(C)N2C(=O)c3ccccc3C2=O)NC1=O (stereo not given)	-29%	-1%[56.1 µM]	5%
COc1cc(S(=O)(=O)N2CCOCC2)ccc1NC(=O)COC(=O)c1ccccn1	5%	-4%	-20%
Cc1ccc(N(CC(=O)NCC2CCCO2)C(=O)CCC(=O)Nc2nccs2)cc1 (stereo not given)	1%	2%	-12%
CC(Sc1nnc(-c2ccncc2)n1C)C(=O)NCC1CCCO1 (stereo not given)	-2%	-11%	0%
CCOC(=O)N1CCN(c2cc(=O)n(-c3ccccc3Cl)c(=O)[nH]2)CC1	-1%	1%	1%
COC(=O)c1c(-c2cccc(C)c2)csc1N	-22%	0%	2%
Cc1c(C(=O)OCC(=O)N(C)C2CCS(=O)(=O)C2)oc2ccc(Br)cc12 (stereo not given)	?	0%	0%
CC(=O)Nc1cccc(-c2nnc(SCC(=O)n3c4c(c5ccccc53)CCCC4)n2C)c1	-28%	5%	1%
O=C(c1ccc2c(c1)N(Cc1ccc(Cl)cc1)C(=O)c1ccccc1S2=O)N1CCCCC1 (stereo not given)	?	0%	·
Cc1ccc2nc3c(cc(C(=O)NC4CCCC4)c(=N)n3CCCn3ccnc3)c(=O)n2c1	·	0%	-2%
O=C1CC(c2ccccc2)CC(O)=C1C=NCc1ccc(Cl)c(Cl)c1 (stereo not given)	-15%	5%	2%
Cc1ccccc1S(=O)(=O)Cc1ccc(C(=O)NCc2ccccc2Cl)o1	?	2%	·
CCC1(C)Cc2nc3sc(C(=O)O)c(N)c3cc2CO1 (stereo not given)	?	0%	-1%
Cc1ccc(Cn2ccc(NC(=O)c3cc(C4CC4)on3)n2)cc1	2%	·	6%
Cn1cccc1/C=C1/SC(=O)N(CC(=O)N2CCCC2)C1=O	-5%	1%	-3%
CCOc1cc(N2CCOCC2)c(OCC)cc1NC(=O)c1ccc(C)cc1	9.2µM*	1%	-1%
O=C(NNC(=O)c1csc(-c2cnccc2C(F)(F)F)n1)c1ccc(C(F)(F)F)cc1	16µM*	9%	-1%
O=S(=O)(c1ccccc1)N1CCC2(CCCN(c3ncccn3)C2)CC1	?	·	4%
CC1CCCC(C)N1CC(O)Cn1c2ccccc2c2ccccc21 (stereo not given)	2.6µM*	3%	-5%
COc1ccc(C(CC(=O)Nc2ccc(C)cn2)N2Cc3ccccc3C2=O)cc1OC (stereo not given)	?	8%	·
COc1ccc(S(=O)(=O)N2CCOC2CNC(=O)C(=O)NCCN2CCOCC2)cc1C (stereo not given)	-5%	2%	-19%
NC(=O)CSc1nnc(NC(=O)c2ccc(S(=O)(=O)N3CCCCC3)cc2)s1	?	-13%	-2%
CCC1=C2CC[C@H]3C(=O)N(C)C(=O)[C@H]3[C@H]2[C@@]2(C)C(=NCC(=O)OC)OC(=O)N2C1=O	·	3%	3%
Cc1ccc(S(=O)(=O)NC(C)c2ccccc2)cc1[N+](=O)[O-] (stereo not given)	-27%	4%	-1%
N#C/C(=C(/O)CCl)c1nc2ccccc2[nH]1	5.2µM*	10%	6%
CCN(CC)CCCN1C(=O)C(O)=C(C(=O)c2ccco2)C1c1ccc(OC(C)C)cc1 (stereo not given)	-5%	0%	-10%
O=C(Cc1ccc2c(c1)OCCO2)N1CCN(S(=O)(=O)c2cccs2)CC1	-16%	-1%	?
CC(C)Oc1ccc(/C=C/C(=O)NCC2COc3ccccc3O2)cc1 (stereo not given)	?	3%	10%
CCCn1c2ccccc2c2cnn(CC(=O)N3CCN(c4ccccc4)CC3)c(=O)c21	?	1%	·
O=C(COC(=O)c1ccccc1Br)Nc1ccccc1F	?	-1%	15%
CCOC(=O)N1CCN(C(=O)CCSc2ccc(C)cc2)CC1	23µM*	5%	3%

Sorted by heavy-atom count (ascending): part of the list above
SMILES	DT40 TDP1 no CPT	TDP1 block	N370S GC
COc1cccc(/C=N/Nc2ncnc(Cl)c2N)c1O	0.52µM*	11%	-3%
O=C(COC(=O)c1ccccc1Br)Nc1ccccc1F	?	-1%	15%
Cc1cc(SCC(=O)Nc2ccc3[nH]c(=O)[nH]c3c2)nc2ccccc12	-27%	45µM*	·
COc1cc(S(=O)(=O)N2CCOCC2)ccc1NC(=O)COC(=O)c1ccccn1	5%	-4%	-20%
N#Cc1ccccc1Cn1c(=O)n(CCCC(=O)NCc2ccc3c(c2)OCO3)c(=O)c2ccccc21	-14%	-1%	6%

3 consecutive compounds already listed, quoted:
SMILES	DT40 TDP1 no CPT	TDP1 block	N370S GC
CCCn1c2ccccc2c2cnn(CC(=O)N3CCN(c4ccccc4)CC3)c(=O)c21	?	1%	·
O=C(COC(=O)c1ccccc1Br)Nc1ccccc1F	?	-1%	15%
CCOC(=O)N1CCN(C(=O)CCSc2ccc(C)cc2)CC1	23µM*	5%	3%

High-throughput results deposited in PubChem BioAssay by National Center for Advancing Translational Sciences (NCATS).

Some of the compounds tested; rates above refer to the full screens.
